High-throughput results as filed in PubChem.
UBC13 inh: UBC13 polyubiquitin chain formation inhibitors, primary screen, biochemical, TR-FRET, uHTS | AID 485273, 2010 | 330,000 tested, 0.47% active | inhibition, % at 20 µM | Ubiquitin-conjugating enzyme E2 N (Homo sapiens), P61088; in the data active means inhibition above about 45%, passing the limit was not always enough
Jurkat NFkB inh: inhibitors of induced NF-kB luciferase reporter, primary screen, TCR NF-kB activation inhibitor project, cell-based, luminescence, uHTS. inhibition, % at 4 µM. AID 435003, 2010. Jurkat, PMA/ionomycin-induced NF-kB luciferase reporter. 330,000 tested, 0.53% active
SENP7 block: SENP7 protease inhibitors, primary screen, biochemical, luminescence, uHTS. Sentrin-specific protease 7 (Homo sapiens), Q9BQF6. recombinant SENP7, Z-RLRGG-aminoluciferin luminescence, 40 min. inhibition, % at 5 µM. 330,000 tested, 1.5% active;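 active means inhibition above about 50% at the single test dose, limit read from the data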;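 further: plate controls were DMSO with enzyme for no effect and no enzyme buffer wells for full effect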
HKDC1 inh: HKDC1 hexokinase inhibitors, primary screen, biochemical, fluorescence, uHTS; Q2TB90; recombinant HKDC1, G6PDH/diaphorase resazurin coupled fluorescence; inhibition, % at 20 µM; 340,000 tested, 0.16% active; AID 493160, 2011;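 active means inhibition above about 35% when tested at 20 µM, limit read from the data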;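 further: plate controls were DMSO wells with enzyme for no effect and DMSO wells lacking enzyme for full effect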
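Material: recombinant HKDC1 hexokinase; Amount: HKDC1 at 5 µg/mL; Medium: Tris pH 8.0 buffer with MgCl2, Tween-20, BSA, BME; Schedule: 90 min reaction incubation at room temperature, dark; Technique: coupled resazurin fluorescence, excitation 525 nm, emission 613 nm.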
Gli-Sufu block: Gli-Sufu pathway antagonists, primary screen, luciferase luminescence, Sufu-KO-LIGHT cells, uHTS | Sufu-KO-LIGHT fibroblasts, Gli luciferase reporter luminescence | inhibition, % at 5 µM | 340,000 tested, 0.74% active;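 active means inhibition above about 55%, limit read from the data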;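 further: 0% = DMSO-treated cells and 100% = wells with medium but no cells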
697 NFkB inh: inhibitors of PMA/ionomycin-induced NF-kB reporter, 697 cells, primary screen, B-cell NF-kB inhibitor project, cell-based, luminescence, uHTS; inhibition, % at 4 µM; 697 B-cell NF-kB luciferase reporter, 16 h; 330,000 tested, 0.33% active; AID 435022, 2010; in the data active means inhibition above about 35%
Apaf-1 inh: inhibitors of human Apaf-1 apoptosome, primary screen, biochemical, DEVD-Rh110 fluorescence, uHTS; inhibition, % at 20 µM; Apoptotic protease-activating factor 1 (Homo sapiens), O14727; 330,000 tested, 0.71% active; reconstituted apoptosome caspase-3 activity; active means inhibition of at least 40% at 20 µM;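 further: plate controls were DMSO wells for no effect and DEVD-CHO caspase inhibitor wells for full effect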
Target sequence (O14727 whole entry, looked up): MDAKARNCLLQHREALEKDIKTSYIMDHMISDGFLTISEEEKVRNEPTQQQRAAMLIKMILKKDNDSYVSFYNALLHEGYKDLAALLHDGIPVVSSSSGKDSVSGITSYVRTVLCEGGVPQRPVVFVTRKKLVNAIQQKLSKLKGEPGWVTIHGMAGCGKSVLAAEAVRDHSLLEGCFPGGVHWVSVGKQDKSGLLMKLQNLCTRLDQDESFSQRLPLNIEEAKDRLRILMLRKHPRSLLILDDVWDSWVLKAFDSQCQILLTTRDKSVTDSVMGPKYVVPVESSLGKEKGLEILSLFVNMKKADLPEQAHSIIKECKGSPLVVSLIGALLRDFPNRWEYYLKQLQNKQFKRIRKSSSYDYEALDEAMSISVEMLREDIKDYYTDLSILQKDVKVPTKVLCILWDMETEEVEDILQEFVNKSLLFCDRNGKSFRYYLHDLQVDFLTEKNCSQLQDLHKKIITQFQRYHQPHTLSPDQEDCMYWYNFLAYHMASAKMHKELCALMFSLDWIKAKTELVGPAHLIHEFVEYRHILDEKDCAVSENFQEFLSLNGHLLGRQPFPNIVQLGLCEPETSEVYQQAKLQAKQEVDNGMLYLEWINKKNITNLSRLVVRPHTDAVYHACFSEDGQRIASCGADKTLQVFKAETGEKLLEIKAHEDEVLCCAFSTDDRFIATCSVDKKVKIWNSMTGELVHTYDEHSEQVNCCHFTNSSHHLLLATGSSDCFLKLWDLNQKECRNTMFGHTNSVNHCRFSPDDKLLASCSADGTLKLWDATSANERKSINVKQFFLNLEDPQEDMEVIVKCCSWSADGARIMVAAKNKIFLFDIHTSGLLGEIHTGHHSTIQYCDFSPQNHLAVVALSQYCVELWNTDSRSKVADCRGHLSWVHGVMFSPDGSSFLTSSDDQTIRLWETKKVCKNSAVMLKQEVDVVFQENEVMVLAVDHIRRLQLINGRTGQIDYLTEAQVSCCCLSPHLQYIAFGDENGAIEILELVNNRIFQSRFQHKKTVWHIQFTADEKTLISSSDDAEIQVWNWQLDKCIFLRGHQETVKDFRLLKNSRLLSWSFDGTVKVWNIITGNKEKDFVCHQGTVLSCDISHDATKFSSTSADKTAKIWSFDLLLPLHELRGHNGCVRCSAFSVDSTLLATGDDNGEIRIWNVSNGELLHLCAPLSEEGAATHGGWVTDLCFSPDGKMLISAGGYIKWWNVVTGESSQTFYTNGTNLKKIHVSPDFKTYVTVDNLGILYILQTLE
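System: Apoptosome proteins | Medium: Hepes pH 7.5 with detergent and BSA | Also added: Cytochrome c trigger plus (Z-DEVD)2-Rh110 caspase-3 substrate | Incubation: 30 min compound preincubation, 50 min activation, room temperature | Detection: Rhodamine 110 fluorescence at Ex 480/Em 540 nm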
SENP8 inh: SENP8 protease inhibitors, primary screen, biochemical, luminescence | Sentrin-specific protease 8 (Homo sapiens), Q96LD8 | purified SENP8, Z-RLRGG-aminoluciferin cleavage | inhibition, % at 10 µM | 330,000 tested, 1.2% active | AID 2540, 2010
* hit, by the source's call. Unless noted, no stated cut-off is given here; in the data, active means inhibition above about 50%; inactive means the rest.

SMILES	UBC13 inh	Jurkat NFkB inh	SENP7 block	HKDC1 inh	Gli-Sufu block	697 NFkB inh	Apaf-1 inh	SENP8 inh
Cc1csc(SC(C)C(=O)Nc2ccc(F)cc2Cl)n1 (configuration not stated)	6.1	-6.8	2.0	-4.2	0.2	13.8	0.5	12.0
CC(C(=O)NC1CCCC1)N1CCN(S(=O)(=O)c2ccccc2Cl)CC1 (configuration not stated)	0.0	2.3	-5.0	-7.9	4.6	10.9	5.5	10.8
O=C1/C(=C/c2cccnc2)SC(=S)N1CCc1ccccc1	-0.2	5.9	-18.7	12.4	-3.7	-3.7	18.1	-2.5
CN(Cc1ccccc1)C(=O)COC(=O)c1cncc(Br)c1	-3.4	-0.4	-6.9	-0.3	-12.0	-6.5	-3.6	-0.9
O=C(Nc1ccccn1)C1CCN(S(=O)(=O)c2cccc3nonc23)CC1	-4.2	-1.4	-2.7	-0.2	-2.8	10.1	-4.8	10.6
CCOC(=O)C1NC(=O)CC1c1ccccc1 (configuration not stated)	7.8	-8.5	0.0	-5.2	-10.7	14.2	0.3	1.7
CCOC(=O)c1ccc(-c2ccc(/C=N/NC(=O)CN(c3ccccc3Cl)S(C)(=O)=O)o2)cc1	-18.9	-40.6	-6.8	1.3	-101.9	-108.1	17.2	-24.8
O=C1c2[nH]nc(-c3ccccc3O)c2C(c2cccc(Cl)c2)N1Cc1ccco1 (configuration not stated)	-9.7	-5.9	-6.8	4.0	1.9	-22.7	42.0*	-29.3
COc1ccccc1-c1cc(C(F)(F)F)n2ncc(C(=O)N3CCc4ccccc4C3)c2n1	9.3	8.6	-3.1	0.3	20.8	11.3	15.6	4.0
COc1ccc(-c2cc(-c3ccc(O)cc3)nc(N)c2C#N)cc1OC	16.4	-0.1	-4.0	0.2	1.5	23.1	-1.8	4.1
CCC(C)(CCNC(=O)Cc1ccccc1)c1ccccc1OC (configuration not stated)	-4.1	-8.7	-4.3	-2.4	6.2	-7.8	15.1	-13.0
CC1(c2cccc(Br)c2)NC(=O)N(CC(=O)N2CCc3ccccc32)C1=O (configuration not stated)	8.2	9.6	7.5	-3.3	8.3	9.2	1.7	-5.6
O=C(CNC1=NCCC1)c1ccc2c(c1)OCCO2	-1.5	1.2	1.2	-2.8	1.8	-15.8	-14.8	-5.1
CC(=O)Nc1ccc(NC(=O)C(C)Sc2nnc(-c3ccc4c(c3)OCO4)o2)cc1 (configuration not stated)	15.3	-22.4	6.3	1.5	-12.6	5.8	-15.3	-10.8
O=C(NNC(=O)c1ccccc1[N+](=O)[O-])c1cccs1	13.1	6.9	1.9	2.8	-9.3	7.3	-2.9	-6.6
CCCc1nnc(SCC(=O)N2CCCCC2C)n1CCOC (configuration not stated)	7.1	-0.8	4.8	-0.9	-23.3	-0.8	-7.1	-2.1
O=C(NCc1ccco1)c1cc(-c2cccc(Cl)c2)on1	-1.9	-22.2	7.5	-4.7	-20.2	-9.8	4.4	-3.0
O=C(Nc1cccc(F)c1)C1C2C=CC3(CN(CCCN4CCOCC4)C(=O)C13)O2 (configuration not stated)	5.0	6.4	1.0	-5.3	-2.0	8.7	2.9	3.4
COc1cc(C(=O)Nc2ccccn2)cc(OC)c1OC	7.5	-2.3	3.0	-1.1	9.3	-2.3	2.8	-1.7
C#CCOCCOCCOCCNc1nc(N2CCN(C(=O)[C@H]([C@@H](C)CC)n3cc([C@@H](N)CC(C)C)nn3)CC2)nc(N2CCN(C(=O)[C@H](Cc3ccc(O)cc3)n3cc([C@@H](N)CC(C)C)nn3)CC2)n1	32.6	2.9	-4.5	1.0	-5.1	3.8	-4.9	2.3
Cc1nc(CSc2ccccc2)cc(=O)[nH]1	2.6	-13.4	12.2	3.7	-6.3	7.6	5.8	-3.2
N#CCCN(Cc1cccnc1)S(=O)(=O)c1ccc(S(=O)(=O)N2CCCCCC2)cc1	7.1	-3.5	-2.9	14.8	5.9	-3.5	1.0	6.7
CCc1ccc([C@H]2C(C(=O)O)=C[C@@H](CC)N2S(=O)(=O)c2ccc(C)cc2)cc1	-5.5	-6.1	-6.0	-0.7	-22.2	8.8	-7.9	10.3
CCOC(=O)C1CCN(C(=O)CCNS(=O)(=O)c2ccc(C)cc2)CC1	3.2	1.9	9.3	-3.2	-1.2	18.3	-1.6	0.4
CC(C)/C(=N\NS(=O)(=O)c1ccc(Br)cc1)c1cccs1	-11.1	-5.1	-2.9	6.2	0.5	-14.7	3.6	2.1

Looked up above:
Entry for CC(=O)Nc1ccc(NC(=O)C(C)Sc2nnc(-c3ccc4c(c3)OCO4)o2)cc1 (configuration not stated) under Apaf-1 inh: -15.3
Entry for CN(Cc1ccccc1)C(=O)COC(=O)c1cncc(Br)c1 under Gli-Sufu block: -12.0

The listing continues:
SMILES	UBC13 inh	Jurkat NFkB inh	SENP7 block	HKDC1 inh	Gli-Sufu block	697 NFkB inh	Apaf-1 inh	SENP8 inh
Cc1cccc(C)c1NC(=S)N/N=C/c1c(Cl)cccc1Cl	-4.8	-10.7	-6.4	-9.8	5.0	0.4	2.7	-5.8
Cc1ccc(-c2cc(=O)[nH]c(NCc3ccccc3)n2)cc1	17.2	-5.5	-3.8	-3.0	41.2	-4.4	0.5	-2.7
O=C(CSc1ccc(Cl)cc1)NNC(=O)c1cccnc1	18.8	-2.4	-4.6	-5.1	-11.9	7.7	-31.9	-12.2
CCn1cc(CCC(=O)NCc2ccccc2OC)c2ccccc21	8.7	9.9	3.1	6.0	0.8	1.9	3.7	6.2
COCCNC(=O)CN1CCC(NC(=O)Nc2ccccc2)CC1	5.9	8.3	-8.5	-1.6	3.7	7.5	-14.2	-7.0
O=C(CN(C(=O)CNC(=O)c1ccco1)c1ccc(F)c(Cl)c1)NC1CCCCC1	-11.4	5.0	-3.9	-4.5	-2.5	-0.6	2.0	-7.5
Cc1cc(Nc2ccccc2)n(C(=O)c2ccccc2)n1	4.5	10.8	4.9	-4.3	-20.4	-15.8	2.7	-1.7
Cc1c(NC2=NC(C)(C)Cc3ccccc32)c(=O)n(-c2ccccc2)n1C	2.1	-9.6	5.0	-0.7	25.3	5.6	-7.2	5.5
COc1cc2c(cc1OC)-c1cc(Nc3ccccc3Br)nc(=O)n1CC2	6.6	2.9	5.6	7.8	7.6	35.2*	6.7	3.5
CC(=O)NCCn1c(SCC(=O)c2ccc(Cl)cc2)nc2ccccc2c1=O	-9.5	3.2	6.9	-3.4	1.7	11.0	3.7	-5.2
COc1ccc(N(C(=O)c2ccco2)C(C(=O)NC2CCCC2)c2ccncc2)cc1OC (configuration not stated)	3.1	-14.8	-1.7	4.0	-10.4	-16.4	-0.5	-4.2
Cc1ccc(S(=O)(=O)NCC(=O)NC2CC2)cc1	2.3	6.6	-5.3	1.1	-1.3	0.2	-11.8	-3.5
O=C(Nc1ccccc1N1CCN(C(=O)c2ccccc2)CC1)c1ccc(Br)o1	3.9	-5.8	1.3	2.7	26.1	-11.1	38.2	0.9
O=C(Cc1ccccc1)Nc1ccc(N2CCN(Cc3ccccc3F)CC2)cc1	2.6	-1.2	3.3	-3.4	10.5	6.3	-2.2	3.3
COc1ccc(S(=O)(=O)N(C)Cc2cccs2)cc1Br	-2.7	-1.0	2.5	2.8	1.2	5.4	6.0	4.6
CC(Oc1ccccc1Cl)C(=O)Nc1ccccc1C(=O)N1CCOCC1 (configuration not stated)	1.6	-0.9	0.4	-0.3	1.9	1.4	-0.2	5.7
NNC(=O)c1oc2nc(-c3ccccc3)cc(-c3ccccc3)c2c1N	-4.7	-4.4	0.6	0.7	-5.9	2.5	27.5	-5.0
COCCNC(=O)CSC1=N/C(=C/c2ccc(Cl)c(Cl)c2)C(=O)N1c1ccccc1F	13.0	-2.1	0.4	0.6	6.9	2.1	11.9	3.0
O=C(Oc1ccc(/C=N/NC(=O)c2ccco2)cc1)c1ccccc1	-1.5	-19.0	46.0	0.9	-17.8	-32.1	-6.1	-2.0
Cc1cc(C(=O)Nc2ccc(C)c(C)c2)n(-c2ccccc2)n1	1.1	-3.2	-3.9	-2.8	3.6	7.3	7.1	-7.1
COc1ccc(-c2nc(N)n(C(=O)Cc3ccccc3)n2)cc1	7.0	-10.0	-8.4	-1.9	-6.8	1.8	-7.0	-6.3
CCOc1ccc(Br)cc1C(=O)N/N=C/c1ccccn1	-9.2	6.0	0.5	-7.5	13.4	12.2	3.0	-3.2
COc1ccc(C(c2nnnn2Cc2ccc(F)cc2)N2CCN(c3ccccc3)CC2)cc1 (configuration not stated)	0.9	5.9	10.4	-1.8	3.0	-3.5	20.6	-14.9
O=C(CCN1CCCO1)N1CCCC(N2CCN(c3cccc(C(F)(F)F)c3)CC2)C1 (configuration not stated)	0.0	0.9	1.3	-14.5	8.2	16.1	6.3	0.9
COc1ccc(OC)c(S(=O)(=O)NCc2cc(-c3ccccc3)no2)c1	-4.3	-13.0	-11.9	-7.4	-3.9	2.6	0.9	-11.0

The list continues.
SMILES	UBC13 inh	Jurkat NFkB inh	SENP7 block	HKDC1 inh	Gli-Sufu block	697 NFkB inh	Apaf-1 inh	SENP8 inh
Cc1cc(C)c(S(=O)(=O)c2ccccc2)c(N2CCOCC2)n1	-3.4	10.9	-2.1	0.4	-5.6	13.0	-4.0	3.5
Cc1cn(-c2cc(C(=O)Nc3ccc(C)c(NC(=O)N4CCNC4=O)c3)cc(C(F)(F)F)c2)cn1	4.2	-11.1	9.4	1.3	-0.9	11.3	1.7	-4.1
COc1ccc(CNC(=O)COc2ccc(C(=O)c3ccc(F)cc3)cc2)cc1	3.4	21.6	6.7	-9.6	-4.8	13.6	6.6	3.0
COc1ccc(NC2CCCN(C(=O)c3cccnc3SC)C2)cc1OC (configuration not stated)	-11.5	-3.9	-13.8	5.0	23.3	-16.3	0.4	-1.4
COC(=O)c1ccc(NC(=S)N2CCN(Cc3ccc(Cl)cc3)CC2)cc1	4.4	-1.6	4.5	8.0	5.0	9.9	-350.3	-3.7
Cc1c(C(=O)NCc2ccccn2)sc2nc(-c3ccccc3)cn12	-4.2	2.7	4.0	-3.6	-18.7	9.5	19.1	-8.8
COc1ccc(Cn2cc([N+](=O)[O-])nc2C)cc1[N+](=O)[O-]	1.7	1.7	-9.2	-7.2	-5.3	13.5	-12.6	0.7
CN(C)c1ccc(C(=O)NCC2CCCO2)cc1 (configuration not stated)	1.2	-31.8	-0.2	-2.5	-38.2	-19.3	-4.3	-5.1
COc1ccccc1C1CCN(C(=O)C2CCCCC2)CC1	11.1	16.4	4.3	-3.3	33.2	-7.5	9.3	-0.4
Cc1ccc(C(=O)NCC(=O)NNC(=O)CN(C)S(=O)(=O)c2ccc(Cl)cc2)s1	2.5	14.3	-2.6	-6.0	-8.5	11.4	-2.1	5.6

Part of the list above, showing only Gli-Sufu block and SENP7 block.
| SMILES | Gli-Sufu block | SENP7 block |
| --- | --- | --- |
| CC1(c2cccc(Br)c2)NC(=O)N(CC(=O)N2CCc3ccccc32)C1=O (configuration not stated) | 8.3 | 7.5 |
| O=C(CNC1=NCCC1)c1ccc2c(c1)OCCO2 | 1.8 | 1.2 |
| CC(=O)Nc1ccc(NC(=O)C(C)Sc2nnc(-c3ccc4c(c3)OCO4)o2)cc1 (configuration not stated) | -12.6 | 6.3 |
| O=C(NNC(=O)c1ccccc1[N+](=O)[O-])c1cccs1 | -9.3 | 1.9 |
| CCCc1nnc(SCC(=O)N2CCCCC2C)n1CCOC (configuration not stated) | -23.3 | 4.8 |
| O=C(NCc1ccco1)c1cc(-c2cccc(Cl)c2)on1 | -20.2 | 7.5 |
| O=C(Nc1cccc(F)c1)C1C2C=CC3(CN(CCCN4CCOCC4)C(=O)C13)O2 (configuration not stated) | -2.0 | 1.0 |
